SDO1 yeast rescue: sdo1-depleted yeast growth rescue; S. cerevisiae sdo1-depleted JHY4D growth rescue, OD600 30 h; active compounds read high; pdr5 snq2 efflux-pump mutant strain; z-score at 10 µM; 140,000 tested, 0.21% active;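 active = z-score above 3 at both the 24 hr and the 30 hr optical density reads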;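 note: z-score against mean and SD of all compound wells on the same plate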
INS promoter inh: TRM-6 insulin promoter activity inhibition; TRM-6 cells (human fetal islet line), insulin promoter-eGFP reporter, imaging; reporter expression induced with tamoxifen; inhibition, % at 2 µM; 130,000 tested, 0.9% active; AID 1273;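 active = inhibition above the mean plus 3 SD, with well images judged a real hit on visual review, cut at about 60% in these data, passing the limit was not always enough; inconclusive = inhibition over the cutoff but images rejected on review; inactive = inhibition not above the cutoff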
SDO1 yeast rescue Rescue 24 h: recorded beside SDO1 yeast rescue, whose call it bears; z-score; S. cerevisiae sdo1-depleted JHY4D growth rescue, OD600; measured here: growth rescue at 24 h;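 0 is the plate mean of compound wells and units are plate SD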
* marks the source's active call; other numbers are inactive results; ? = inconclusive; . = no result given.

SMILES	SDO1 yeast rescue	SDO1 yeast rescue Rescue 24 h	INS promoter inh
CC(=O)c1cc(CC(=O)N2CCc3c([nH]c4ccccc34)C2c2ccccn2)cs1 (configuration not stated)	.	.	0.0
CCCCOc1ccc(S(=O)(=O)N2CCCCCC2)cc1	-0.53	-0.57	-150.0
COc1cccc(NC(=O)c2cc(Cl)nnc2Cl)c1	.	.	46.7
CC(C)NC(=O)c1nc2ccccc2s1	1.11	1.24	-15.4
Cc1cccc(N2C(=O)CCC2=O)c1	1.85	2.14	36.1
CCOc1ccc(OCCCN(C)C)cc1	0.11	0.16	-7.0
CCOC(=O)c1sc2nc(CC(=O)OC)nc(NCC(=O)OC)c2c1C	-0.04	-0.02	.
CSCC[C@H](NC(=O)OC(C)(C)C)C(=O)N/N=C/c1cc2ccc(C)cc2nc1Cl	-1.17	-0.96	.
CC1=NN(c2ccccc2)C(=O)/C1=C/c1cccs1	-1.13	-1.98	26.7
Cc1ccc(NC(N)=S)cc1C	0.71	0.57	.
COC(=O)c1ccccc1NC(=O)c1ccc(COc2cc(C)cc(C)c2)o1	-0.19	-0.54	.
Cc1ccc(NC(=O)CCC(=O)OCC(=O)c2ccc(Oc3ccc([N+](=O)[O-])cc3)cc2)cc1C	-0.14	-0.21	-48.6
Cc1cc2occ(CC(=O)OCC(=O)Nc3sc4c(c3C#N)CCC(C)C4)c2cc1C (configuration not stated)	-1.18	-0.28	37.5
O=C1c2ccccc2C2=Nc3ccccc3SC(c3ccc(Cl)cc3)C12 (configuration not stated)	-1.39	-0.93	16.7
COc1cc(S(=O)(=O)N(Cc2ccc(C)cc2)C2CCCCC2)ccc1-n1cnnn1	-1.26	-0.55	-25.0
CCOC(=O)C1=C(N)Oc2cc(C)oc(=O)c2C1c1cccnc1 (configuration not stated)	0.3	0.23	.
CC(C)(C)NS(=O)(=O)c1cnc(Cl)c(Cl)c1	0.92	0.05	-53.6
CCOCCCNC(=O)c1ccccc1SC	0.54	0.26	31.6
CN(CC(=O)Nc1ccc(Cl)c(C(F)(F)F)c1)C(=O)/C=C/c1ccco1	-0.08	-0.79	45.1
CCOC(=O)c1[nH]c(C)c(/C(O)=C2\C(=O)C(=O)N(CCN(C)C)C2c2ccc(C)o2)c1C (configuration not stated)	-0.22	-0.41	-3.2
Cc1cccc(N(CC(=O)NCCSc2ccccn2)S(=O)(=O)c2ccccc2)c1	0.27	1.56	-60.0
CSCC[C@H](NC(=O)NCc1ccccc1F)C(=O)O	1.71	2.38	19.4
O=C(COc1ccc(Br)cc1Cl)NC(=O)NCc1ccccc1	-0.19	0.07	2.7
COc1ccccc1CNC(=O)C(Cc1c[nH]c2ccccc12)NC(=O)OCc1ccccc1 (configuration not stated)	0.29	-0.05	0.0
CCCn1nc(NC(=O)C2CCCO2)c2cc3cc(C)ccc3nc21 (configuration not stated)	-0.24	0.23	0.0
CC(=O)COC(=O)CCc1nc2ccccc2[nH]c1=O	0.88	0.57	8.6
Cc1ccc(N2C(=S)NC3c4ccccc4OC2(C)C3C(=O)N(C)C)cc1 (configuration not stated)	.	.	20.0
O=C(Nc1ccc(F)cc1F)c1cc2n(n1)C(C(F)(F)F)C1CCCCC1N2 (configuration not stated)	-0.37	0.35	18.4
COC(=O)CCCCCc1ccc(C(C)=O)s1	0.75	0.7	-122.7
COc1ccc(-c2c(C#N)c(N)nc3c2c(=O)n(C)c(=O)n3C)cc1	0.14	0.32	-81.0
Cc1cccc(CC(=O)N2CCN=C2SCc2ccc([N+](=O)[O-])cc2)c1	-0.71	-1.05	.
COc1ccc(NC(=O)C(CC(C)C)NC(=O)c2ccccc2C)cn1 (configuration not stated)	0.46	1.04	3.0
Cn1c(N2CCC(C(N)=O)CC2)nc2c1c(=O)n(Cc1ccc(Cl)cc1)c(=O)n2C	0.36	0.38	.
O=C(NCCCN1CCOCC1)Nc1ccc(Cc2ccc(NC(=O)NCCCN3CCOCC3)cc2)cc1	0.48	0.25	-42.9
COc1ccc(/C=C2/SC(=O)N(CC(=O)Nc3cc(C)on3)C2=O)cc1OC	-0.99	-0.16	-14.3
COc1ccc(N2C(=O)C(CC(=O)Nc3ccc(F)cc3)N(CCc3cccs3)C2=O)cc1 (configuration not stated)	0.26	0.07	.
COc1ccc(NC(=O)CSc2nnc(-c3cccs3)n2C)cc1OC	0.84	0.87	-15.4
Cc1cc(NC(=O)C2CCCCC2)nc2c1c(=O)oc1ccccc12	-1.42	-1.32	.
Cc1ccccc1NC(=O)C1Cc2ccccc2CN1C(=O)OCc1ccccc1 (configuration not stated)	-0.87	-0.73	-15.4
CN(C)CCCn1c(=S)[nH]c2ccccc2c1=O	.	.	7.1
Cc1ccsc1C(C(=O)NC(C)(C)C)N(C(=O)c1csnn1)c1ccccc1 (configuration not stated)	.	.	-66.7
O=c1[nH]n2c(=O)c3c([nH]c2c1N=Nc1ccccc1)CCC3	0.98	-0.02	6.7
O=C(c1ccco1)c1cc2c(ccc3ccccc32)oc1=O	-0.48	-0.36	-51.4
COc1cc(NC(=O)COC(=O)CNC(=O)c2cc(C)cc(C)c2)c(C)cc1[N+](=O)[O-]	0.57	0.29	0.0
COC(=O)c1ccc2nc(C(F)(F)F)[nH]c2c1	-0.01	-0.55	?
COc1ccc(C(=O)c2ccc(OC)c(OC)c2)cc1	0.38	0.07	22.6
COc1cc(=O)n(C)c2ccccc12	0.62	-0.14	0.0
COC(=O)c1ccc(CN2C(=O)C3CCCCC3C2=O)o1 (configuration not stated)	.	.	33.3
CCCCC(=O)Nc1ccc(C(=O)NNC(=O)c2cccs2)cc1	1.21	0.7	.
Cc1sc2ncnc(OCC(=O)N3CCN(S(=O)(=O)c4ccccc4)CC3)c2c1C	0.67	0.7	-29.7
CC(c1nnc(Sc2nnnn2-c2ccccc2)n1-c1ccc(F)cc1)N(C)C (configuration not stated)	-1.13	-1	.
O=C(CC1CS(=O)(=O)CC1CC(=O)Oc1ccccc1F)Oc1ccccc1F (configuration not stated)	-0.41	-0.66	16.7
O=C(O)c1cccc(Nc2ncnc3ccccc23)c1	1.49	1.29	-37.0
CN(CCC#N)C(=O)COC(=O)/C=C/c1cccs1	.	.	-40.7
CCN(CC(=O)Nc1ccccc1Br)Cc1nc2ccccc2c(=O)[nH]1	-0.75	-1.3	-66.7
CCOC(=O)N1CCN(S(=O)(=O)c2ccc(OC)c(Cl)c2Cl)CC1	1.27	2.18	-173.7
O=C(Nc1cccc2ccccc12)N1CCN(c2ccccc2)CC1	-0.81	-1.08	30.8
CCCOC(=O)C1C2C=CC(C2)C1C(=O)OCC(=O)c1ccccc1 (configuration not stated)	0.39	0.7	-12.7
O=C1C=C(c2ccccc2)CC(/C=C/c2ccccc2)C1 (configuration not stated)	-1.29	-0.42	14.3
COc1ccc(-c2nc(C(N)=O)c3[nH]c(=O)n(-c4cccc(C)c4)c3n2)c(OC)c1	0.93	-0.24	.

Molecules listed so far containing an NH in an aromatic ring:
SMILES	SDO1 yeast rescue	SDO1 yeast rescue Rescue 24 h	INS promoter inh
CC(=O)c1cc(CC(=O)N2CCc3c([nH]c4ccccc34)C2c2ccccn2)cs1 (configuration not stated)	.	.	0.0
CCOC(=O)c1[nH]c(C)c(/C(O)=C2\C(=O)C(=O)N(CCN(C)C)C2c2ccc(C)o2)c1C (configuration not stated)	-0.22	-0.41	-3.2
COc1ccccc1CNC(=O)C(Cc1c[nH]c2ccccc12)NC(=O)OCc1ccccc1 (configuration not stated)	0.29	-0.05	0.0
CC(=O)COC(=O)CCc1nc2ccccc2[nH]c1=O	0.88	0.57	8.6
CN(C)CCCn1c(=S)[nH]c2ccccc2c1=O	.	.	7.1
O=c1[nH]n2c(=O)c3c([nH]c2c1N=Nc1ccccc1)CCC3	0.98	-0.02	6.7
COC(=O)c1ccc2nc(C(F)(F)F)[nH]c2c1	-0.01	-0.55	?
CCN(CC(=O)Nc1ccccc1Br)Cc1nc2ccccc2c(=O)[nH]1	-0.75	-1.3	-66.7
COc1ccc(-c2nc(C(N)=O)c3[nH]c(=O)n(-c4cccc(C)c4)c3n2)c(OC)c1	0.93	-0.24	.

(list continues)
SMILES	SDO1 yeast rescue	SDO1 yeast rescue Rescue 24 h	INS promoter inh
CN(CC(=O)NCc1ccncc1)S(=O)(=O)c1ccc(F)cc1	-0.03	0.07	14.3
COCCNC(=O)C(c1ccncc1)N(C(=O)Cn1nnc2ccccc21)c1ccc(OC)cc1 (configuration not stated)	0.69	0.96	11.1
COc1nccnc1NS(=O)(=O)c1ccc(N=Cc2c(C)[nH]n(-c3ccc(C)c(C)c3)c2=O)cc1	0.4	0.42	0.0
O=C(CCc1nnc(Cc2ccc3c(c2)OCO3)o1)NC(c1ccccn1)C(F)(F)F (configuration not stated)	.	.	43.5
CCCOC(=O)COC(=O)c1ccccc1NC(=O)c1ccccc1	-1.02	-1.38	12.5
Cc1cc(N2C(=O)C(=O)/C(=C(/O)c3ccc(F)cc3)C2c2cccc(Br)c2)no1 (configuration not stated)	0.1	-0.6	.
CC1CCCN(S(=O)(=O)c2cccc(-c3cn4cccnc4n3)c2)C1 (configuration not stated)	-0.44	-0.66	-61.5
CCCC1CC(C)(c2csc(Nc3ccc(OCC)cc3)n2)OC1=O (configuration not stated)	-1.21	-0.41	-400.0
CCOc1ccccc1C(=O)N1CCN=C1SCc1cccnc1	0.44	0.48	.
Cc1ccc2nc(C)cc(C(=O)OCC(=O)Nc3c(C)n(C)n(-c4ccccc4)c3=O)c2c1	.	.	0.0
COc1cc(NC(=O)COC(=O)c2cc(S(=O)(=O)N3CCCCC3)ccc2Cl)c(C)cc1[N+](=O)[O-]	0.7	1.03	23.1
Cc1cc(C(=O)Cn2nnc3ccccc3c2=O)c(C)n1Cc1cccs1	-0.51	-0.47	2.8
Cc1cccc(-n2ccnc2SCC(=O)Nc2nccs2)c1C	-1.05	-0.2	.
CN(C)c1ccc(NC(=O)c2ccc3c(c2)nnn3C)cc1	.	.	15.8
CC(C)[C@H](NC(N)=O)C(=O)Nc1ccc(Oc2ccccc2)cc1	.	.	14.3
O=C(NCc1ccc2c(c1)OCO2)c1ccc(COc2cc(Cl)ccc2Cl)o1	-1.38	-1.22	.
CCc1cc(=O)oc2cc(OCC(=O)N3CCCc4ccccc43)ccc12	-1.26	-1.26	-36.4
CC(=O)Oc1ccc2c(c1)Oc1cc(OC(C)=O)ccc1C21OC(=O)c2ccccc21	0.56	0.23	.
COc1cc(OC)cc(-c2nc3ccccc3c(=O)n2OC(=O)c2ccccc2C)c1	0.09	-1.17	27.8
CC(C)C(=O)Nc1sc2c(c1-c1nc3ccccc3[nH]1)CCCC2	-1.41	0.62	11.4
Cn1c(=N)n(CC(O)c2ccco2)c2ccccc21 (configuration not stated)	0.34	-0.02	-18.2
O=C(CNC(=S)N(CCCN1CCOCC1)Cc1cccs1)N1CCCCCC1	.	.	-33.3
CCN(CC)S(=O)(=O)c1ccc(C)c(NC(=O)CSc2nc3ccc(C)cc3[nH]2)c1	-0.39	-1.53	-30.2
c1ccc(CCSc2ncnc3nc[nH]c23)cc1	-0.11	-0.2	.
N/C(=N\OC(=O)c1ccco1)c1ccccc1	-0.34	-0.13	33.3
Cc1ccc(C)c(SCC(=O)OCC(=O)c2ccco2)c1	-0.2	-0.23	-27.3
CC1CCCCN1S(=O)(=O)c1ccc(S(=O)(=O)N(Cc2ccccc2)Cc2ccco2)cc1 (configuration not stated)	-0.33	0.3	50.0
CC(C)(C)NC(=O)NC(=O)COC(=O)c1cccc(F)c1	-0.11	0.4	-64.3
CC(CC(=O)Nc1nc2ccccc2[nH]1)c1ccccc1 (configuration not stated)	-1.19	-0.06	0.0
CCCc1ccc(-c2ccc(/C=C/C(=O)O)cc2)nc1	0.19	-0.44	.
CC(=O)N(\C=C/C=C/C=C1\Sc2ccccc2C1=O)c1ccccc1	.	.	-123.5
CCn1c(SCC(=O)NCc2ccc3c(c2)OCO3)nnc1-c1c[nH]c2ccccc12	1.29	0.4	29.0
COc1ccc(CNc2oc(C)nc2C#N)cc1	1.28	1.56	54.2
Cc1cc(N2C(=O)C3C4C=CC(C4)C3C2=O)ccc1Br (configuration not stated)	-0.32	-0.44	43.2
CCOC(=O)N1CCN(Cc2nc3c(c(=O)n(C)c(=O)n3C)n2Cc2ccccc2C)CC1	0.1	-0.1	.
CN1C(=O)CC(N2CCN(C(c3ccccc3)c3ccccc3)CC2)C1=O (configuration not stated)	1.25	1.27	-90.0
O=C(CNC(=O)c1cccs1)NC1=NCCS1	0.04	-0.72	52.4
Nc1cc(=O)[nH]c(=O)n1Cc1ccco1	-0.16	-0.53	8.6
Cc1cc(C)nc(NC(=NCCc2c[nH]c3ccccc23)NC(=O)Nc2ccc(Cl)c(Cl)c2)n1	0.58	0.56	-36.1
N#Cc1c(C(F)(F)F)cc(-c2ccccc2)nc1SCC(=O)Nc1sc2c(c1C#N)CCC2	1.54	3.23	-143.3
CCS(=O)(=O)Nc1ccc(C2=NN(S(C)(=O)=O)C(c3cccs3)C2)cc1 (configuration not stated)	.	.	-106.2
Cc1ccc(C(C)NC(=O)Cn2nc(C)c([N+](=O)[O-])c2C)cc1 (configuration not stated)	0.84	1.11	.
Cc1cccc(OCC(=O)NNC(=O)c2ccc([N+](=O)[O-])cc2)c1	.	.	33.3

Only part of the results is shown; the hit share may differ from the screen's.
